APJ ag = agonists of human APJ apelin receptor | P35414 | CHO-K1 APJ PathHunter beta-arrestin, luminescence; 0% DMSO wells, 100% apelin | AID 2520 | activation, % at 20 µM | 330,000 tested, 0.11% active;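 active = activation more than six SD over the plate average, tested at 20 µM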;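 also: 0% = DMSO alone and 100% = apelin-13 at 10 nM; some results filed as inactive read as strong as hits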
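Incubation: overnight seeding, 90 min compound at 25 °C, 1 h detection; test system: PathHunter CHO-K1 APJ (AGTRL-1) beta-arrestin reporter cells; amount: 1000 cells/well; doses: one dose, 20 µM compound, 1% DMSO; measured by: beta-gal luminescence; measure: agonist-driven arrestin binding to APJ; benchmarks: negative DMSO alone, positive Apelin-13 at 10 nM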
APJ antagonist = blocks the human apelin receptor APJ; P35414; CHO-K1 APJ beta-arrestin complementation, luminescence; inhibition, % at 20 µM; 330,000 tested, 0.32% active; AID 2521;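 active = inhibition above about 40% at 20 µM, limit read from the data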;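 also: cells challenged with 10 nM apelin-13 agonist together with compound; plate controls were apelin-13 plus DMSO wells for no effect and DMSO wells lacking apelin-13 for full effect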
UPR CHOP act = activators of apoptotic arm of unfolded protein response (CHOP); CHO-CHOP luciferase reporter, UPR activation, luminescence; percent of tunicamycin response over DMSO baseline; activation, % at 10 µM; 330,000 tested, 0.34% active;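 active = at 10 µM dose, activation of 40% or more, normalized to positive control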;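 also: 100% = tunicamycin at 10 µg/mL and 0% = DMSO alone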
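System: CHO-CHOP luciferase reporter cell line | Buffer or medium: F12 medium containing 10% fetal bovine serum | Doses: One dose, 10 µM in 0.5% DMSO | Times: 6 h compound exposure at 37 °C after overnight seeding | Signal: Luciferase luminescence | Read-out: % activation vs tunicamycin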
Mdm2 MdmX PPI = human Mdm2/MdmX binding inhibition | AID 485346 | 330,000 tested, 3% active | inhibition, % at 8 µM | O15151+Q00987 | SaOS-2 split-luciferase Mdm2/MdmX complementation, luminescence;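 active = inhibition of at least 50% at 8 µM in the primary screen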
Target sequence (O15151 whole entry, looked up): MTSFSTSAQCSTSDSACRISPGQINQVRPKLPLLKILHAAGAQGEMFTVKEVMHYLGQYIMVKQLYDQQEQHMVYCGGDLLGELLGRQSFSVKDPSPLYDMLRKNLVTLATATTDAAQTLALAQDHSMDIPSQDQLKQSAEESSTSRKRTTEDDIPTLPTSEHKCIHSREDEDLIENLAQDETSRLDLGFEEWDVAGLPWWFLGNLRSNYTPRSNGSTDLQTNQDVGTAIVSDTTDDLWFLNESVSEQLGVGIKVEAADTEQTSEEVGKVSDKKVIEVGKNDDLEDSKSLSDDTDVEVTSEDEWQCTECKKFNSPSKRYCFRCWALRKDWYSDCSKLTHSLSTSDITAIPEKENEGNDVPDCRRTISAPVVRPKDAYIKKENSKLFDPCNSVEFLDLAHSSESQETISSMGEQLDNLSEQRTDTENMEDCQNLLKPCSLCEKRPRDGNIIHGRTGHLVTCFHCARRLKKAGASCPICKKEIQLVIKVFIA
Target sequence (Q00987 whole entry, looked up): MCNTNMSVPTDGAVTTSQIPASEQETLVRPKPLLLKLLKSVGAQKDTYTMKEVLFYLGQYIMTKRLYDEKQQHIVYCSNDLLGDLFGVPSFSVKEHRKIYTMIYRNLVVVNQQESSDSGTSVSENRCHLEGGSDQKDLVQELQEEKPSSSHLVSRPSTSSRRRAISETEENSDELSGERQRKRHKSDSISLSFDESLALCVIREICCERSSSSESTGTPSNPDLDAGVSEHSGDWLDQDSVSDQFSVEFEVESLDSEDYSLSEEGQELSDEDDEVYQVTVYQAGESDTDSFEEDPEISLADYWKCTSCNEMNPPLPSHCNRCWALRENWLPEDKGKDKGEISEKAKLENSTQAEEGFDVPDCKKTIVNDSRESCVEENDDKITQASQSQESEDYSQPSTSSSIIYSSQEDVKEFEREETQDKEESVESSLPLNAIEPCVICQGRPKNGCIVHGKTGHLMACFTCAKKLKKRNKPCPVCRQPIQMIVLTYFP
UPR XBP1 act = adaptive UPR (XBP1) activation; activation, % at 20 µM; CHO-XBP1 luciferase reporter, IRE1-XBP1 UPR activation, luminescence; percent of tunicamycin response, DMSO as zero; 330,000 tested, 0.33% active;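 active = versus positive control, 20 µM dose yields 30% or more activation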;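 also: 100% = tunicamycin at 10 µg/mL and 0% = DMSO only wells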
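Material: CHO cell line with stable XBP1 luciferase reporter; schedule: 16-18 h cell attachment at 37 °C, then 6 h compound exposure; signal: glow luminescence from Steady-Glo reagent; medium: serum-containing F12 medium, 10% FBS; benchmarks: tunicamycin 10 µg/mL and vehicle-only wells; read-out: percent activation relative to tunicamycin reference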
Jurkat NFkB inh = lowers PMA/ionomycin-induced NF-kB signal in Jurkat cells; PMA/ionomycin-induced NF-kB luciferase reporter, luminescence; inhibition, % at 4 µM; 330,000 tested, 0.53% active; AID 435003; in the data active = inhibition above about 50%
tim23-1 inh = inhibits growth of tim23-1 mutant yeast; inhibition, % at 20 µM; AID 463212; S. cerevisiae tim23-1 growth, BacTiter-Glo luminescence, 24 h; 330,000 tested, 1.3% active;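 active = growth inhibition of the mutant yeast at or above 50%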;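 also: temperature-sensitive mutant grown at 25 °C; plate controls were DMSO-treated mutant yeast for no effect and medium wells lacking yeast for full effect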
697 NFkB inh = inhibitors of the PMA/ionomycin-induced NF-kB reporter in 697 B cells | AID 435022 | 697 B-cell NF-kB luciferase reporter, 16 h | inhibition, % at 4 µM | 330,000 tested, 0.33% active; in the data active = inhibition above about 35%
An asterisk follows results filed as active.

SMILES | APJ ag | APJ antagonist | UPR CHOP act | Mdm2 MdmX PPI | UPR XBP1 act | Jurkat NFkB inh | tim23-1 inh | 697 NFkB inh
O=C(NC(=S)N1CCCc2ccccc21)c1ccco1 | -3 | 22 | 2.6 | 20 | -5 | -15 | 7 | -22
CCCCN(C(=O)Cc1ccc(S(=O)(=O)N2CCOCC2)s1)c1c(N)n(CCCC)c(=O)[nH]c1=O | 8 | 19 | 1.4 | 4 | 0 | -6 | -2 | 4
Clc1ccc(-c2nnc(NCCN3CCCC3)c3ccccc23)cc1 | -1 | 26 | 1.4 | 22 | 3 | 18 | 12 | -10
Cc1cccc(NC(=O)CN2CCN(CC(=O)NCc3ccc(Cl)cc3Cl)CC2)c1C | -2 | 7 | 1.1 | 11 | -3 | 4 | 20 | 8
Fc1cccc(C[n+]2csc3ccccc32)c1 | -3 | -18 | 3.7 | -17 | 2 | -22 | 14 | -3
O=C(NCc1ccco1)C1CC(c2cccc([N+](=O)[O-])c2)=NO1 (stereo not drawn) | 1 | -68 | 2.1 | 20 | -2 | 15 | 13 | 10
CC(=O)Nc1ccc(S(=O)(=O)N/N=C/c2ccc(C)o2)cc1 | -3 | 6 | 3.0 | -17 | -10 | 3 | -6 | 19
CCN(CC)S(=O)(=O)c1ccc(OC)c(NC(=O)c2ccc(-n3cncn3)c([N+](=O)[O-])c2)c1 | 11 | -13 | 2.4 | 7 | 0 | -4 | -2 | 19
N#CCCn1c(C2CCCCC2)nc2ccccc21 | -4 | -20 | 2.9 | 7 | -7 | 12 | -7 | 13
CC(=O)Nc1ccc(S(=O)(=O)NCCc2cc3ccc(C)c(C)c3[nH]c2=O)cc1 | 6 | 8 | -0.4 | 20 | 1 | -2 | -14 | 8
Cc1ccc(C2(C)NC(=O)N(CC(=O)N3c4ccccc4NC(=O)CC3C)C2=O)cc1 (stereo not drawn) | -2 | -6 | 1.3 | 8 | 1 | -4 | -9 | -11
CCC(=O)N1CCc2cc(S(=O)(=O)N3CCN(c4cc(Cl)ccc4C)CC3)ccc21 | -6 | 31 | -0.2 | 32 | -7 | 36 | -6 | -6
O=S1(=O)Cc2cc3ccccc3cc2C1 | -3 | 3 | -1.9 | -9 | 0 | -5 | 3 | 11
Cc1c(CCC(=O)NCCCn2ccnc2)c(=O)oc2c(C)c3occ(C(C)(C)C)c3cc12 | -1 | -6 | 4.9 | 11 | 0 | 2 | 22 | -53
Cc1ccc(S(=O)(=O)NCC(=O)OCC(=O)N(C)C2CCCCC2)cc1 | -4 | 12 | -1.4 | 13 | -1 | -1 | 5 | 19
CCC(C)[C@H](NC(=O)[C@@H]1CSC2c3ccccc3C(=O)N21)C(=O)NCc1ccncc1 (stereo partly drawn) | -1 | 5 | -1.0 | 21 | -1 | -1 | -7 | 7
O=C(C1CCCO1)N1CCN(C(=S)Nc2ccccc2)CC1 (stereo not drawn) | -2 | -15 | -0.5 | -13 | 0 | -5 | 12 | -5
CN(C)/C=C/C(=O)c1ccc(Oc2ncccn2)cc1 | -2 | 16 | 2.1 | -12 | -1 | 9 | 2 | -40
N#CCO/N=C(\c1ccccc1)c1ccncc1 | 3 | -9 | -1.2 | 4 | 3 | -8 | 16 | 13
NS(=O)(=O)c1ccc(NC(=O)COC(=O)CSCc2ccc(F)cc2)cc1 | -3 | 9 | 1.8 | 2 | -2 | 8 | 10 | 17

Random excerpt: six entries already listed.
SMILES | APJ ag | APJ antagonist | UPR CHOP act | Mdm2 MdmX PPI | UPR XBP1 act | Jurkat NFkB inh | tim23-1 inh | 697 NFkB inh
CC(=O)Nc1ccc(S(=O)(=O)NCCc2cc3ccc(C)c(C)c3[nH]c2=O)cc1 | 6 | 8 | -0.4 | 20 | 1 | -2 | -14 | 8
CCN(CC)S(=O)(=O)c1ccc(OC)c(NC(=O)c2ccc(-n3cncn3)c([N+](=O)[O-])c2)c1 | 11 | -13 | 2.4 | 7 | 0 | -4 | -2 | 19
O=C(NC(=S)N1CCCc2ccccc21)c1ccco1 | -3 | 22 | 2.6 | 20 | -5 | -15 | 7 | -22
CC(=O)Nc1ccc(S(=O)(=O)N/N=C/c2ccc(C)o2)cc1 | -3 | 6 | 3.0 | -17 | -10 | 3 | -6 | 19
CCC(=O)N1CCc2cc(S(=O)(=O)N3CCN(c4cc(Cl)ccc4C)CC3)ccc21 | -6 | 31 | -0.2 | 32 | -7 | 36 | -6 | -6
N#CCCn1c(C2CCCCC2)nc2ccccc21 | -4 | -20 | 2.9 | 7 | -7 | 12 | -7 | 13

Remaining list, next part.
SMILES | APJ ag | APJ antagonist | UPR CHOP act | Mdm2 MdmX PPI | UPR XBP1 act | Jurkat NFkB inh | tim23-1 inh | 697 NFkB inh
CCN1CCN(C2CCCCC2NS(=O)(=O)c2ccccc2)CC1 (stereo not drawn) | 1 | -11 | 0.0 | -21 | -2 | 11 | -6 | -4
CC(=O)c1cccc(NS(=O)(=O)c2ccc(N/C=C\C(=O)c3ccc(C)cc3)cc2)c1 | 5 | 8 | 5.8 | 41 | 0 | 9 | -12 | -25
COC(=O)N1C(=O)[C@](c2ccc(Cl)cc2)(C(C)C)N1C(=O)OC | 2 | 27 | 1.7 | 56* | -1 | -2 | 38 | 6
COc1cc(/C=C2\C(=O)NN(c3ccccc3)C2=O)ccc1OCC(N)=O | -1 | 15 | -0.1 | -7 | -2 | -7 | 12 | 8
O=C(Nc1ccc2c(c1)OCCO2)c1cccc2nc3ccccc3nc12 | -2 | -6 | 4.1 | 78* | 3 | 2 | 16 | -5
CCOC(=O)c1cc(-c2ccc(OC(F)F)cc2)nc2nc(SC)[nH]c(=O)c12 | -4 | 6 | 0.5 | -27 | 13 | -7 | 27 | -16
CSc1cccc(NC(=O)C2C3C=CC4(O3)C2C(=O)N(CCCN2CCOCC2)C4C(=O)NC2CCCCC2)c1 (stereo not drawn) | -1 | 6 | 0.3 | 15 | -2 | -15 | 1 | -5
CCOc1ccccc1N(CC(=O)Nc1ccccc1F)S(=O)(=O)c1ccccc1 | 0 | 7 | 1.6 | 28 | -3 | 5 | 35 | 2
O=C(c1ccccc1)N1CCCOC1c1ccccc1 (stereo not drawn) | 9 | 11 | -0.2 | -11 | -1 | 7 | 10 | -15
COC(=O)CNC(c1ccccc1Cl)c1cc(Br)ccc1NS(=O)(=O)c1ccc(C)cc1 (stereo not drawn) | 2 | 17 | 1.1 | 0 | 1 | -3 | 11 | -42
Cc1nc(Cc2nnc(SCC(=O)Nc3c(C)cccc3C)o2)cs1 | -1 | -2 | -0.4 | -26 | 1 | 4 | 16 | 10
Cc1noc(C)c1S(=O)(=O)Nc1ccc(C(=O)N2CCN(c3cccc(Cl)c3)CC2)cc1 | 3 | -13 | -1.2 | 3 | -2 | 0 | 0 | 21
Cc1ccc(S(=O)(=O)c2cnc3cc(C)nn3c2N)cc1 | -2 | 9 | 1.5 | 7 | -3 | 13 | 1 | -3
O=C(CNc1cccc(S(=O)(=O)N2CCCC2)c1)Nc1cccc(C(F)(F)F)c1 | 0 | 0 | 3.3 | 49 | -3 | -1 | 18 | 1
Cc1ccc(S(=O)(=O)N2CCCC(NC(=O)N3CCN(c4ccccc4)CC3)C2)cc1 (stereo not drawn) | -3 | 18 | -1.5 | 6 | -3 | 9 | 7 | 14
CC1(C)CC(=O)C(C2C3=C(CC(C)(C)CC3=O)Oc3ccccc32)C(=O)C1 (stereo not drawn) | 1 | -21 | -0.5 | 0 | -3 | 3 | 41 | 7
O=C(CN(Cc1ccc(F)cc1)S(=O)(=O)c1ccc(S(=O)(=O)N2CCOCC2)cc1)Nc1ccccc1 | -1 | -1 | 2.4 | 1 | 1 | 12 | -11 | 13
CCOc1cc(CN2CCN(C(=O)c3cccc4ccccc34)CC2)ccc1OC | 3 | 6 | 2.0 | -10 | -3 | -15 | 28 | -16
O=C(CCC(=O)N1CCN(S(=O)(=O)c2ccccc2)CC1)NC1CCCc2ccccc21 (stereo not drawn) | -3 | -2 | -1.4 | 10 | -3 | -3 | 2 | -2
O=C(COC(=O)CCc1nc2ccccc2c(=O)[nH]1)Nc1ccc(Cl)cn1 | -2 | 12 | -2.3 | 0 | -3 | -3 | 11 | 21
COc1ccccc1N1CCN(C(=O)c2cc3cc(Cl)ccc3[nH]2)CC1 | 2 | -12 | -0.5 | 41 | -6 | 17 | 26 | -25
COc1ccc(NC(=O)NNC(=O)c2ccc3ccccc3c2O)c(OC)c1 | 6 | -7 | 0.4 | 8 | -4 | 4 | -4 | 6
CC(=O)O[C@H]1CC[C@]2(C)[C@H]3CC=C4[C@@H]5[C@@H](C)[C@H](C)CC[C@]5(C(=O)O)CC[C@@]4(C)[C@]3(C)CC[C@H]2C1(C)C | 0 | -24 | 1.2 | 35 | 16 | 17 | 11 | -28
CC(=O)Nc1ccc(NC(=O)c2ccccc2N(C)S(C)(=O)=O)cc1 | 0 | 5 | 0.7 | 4 | 0 | -10 | 3 | 11
CCOC(=O)c1c(C)c(C(=O)NCCCOC)c(C)n1C | -1 | -7 | 1.3 | 23 | 0 | -1 | 0 | 14
CC(NC(=O)COC(=O)/C=C/c1ccc2c(c1)OCO2)c1ccccc1 (stereo not drawn) | -2 | 11 | -1.6 | 20 | -4 | -14 | 18 | 14
O=C(CSc1nc2ccccc2s1)N/N=C/c1ccccc1C(=O)O | -2 | -4 | -1.2 | 66* | -3 | -72 | 17 | -85
COc1cc(C(=O)N(CCc2ccccc2)C2CC3CCC(C2)N3C)cc(OC)c1OC (stereo not drawn) | -1 | 19 | 0.2 | 16 | -5 | -8 | -26 | 1
CC(C)CCNC(=O)CNC(=S)N(CCCN1CCOCC1)Cc1cccs1 | -1 | 0 | -0.2 | 0 | -4 | -7 | 2 | -8
CN(CCCNC(=O)CCC(=O)N1CCOc2ccc(Cl)cc21)Cc1ccccc1 | -5 | 16 | -1.1 | 1 | 0 | -3 | -5 | -19
CN1CN(C)c2ccc([N+](=O)[O-])c3cccc1c23 | -5 | 0 | -2.1 | -3 | 1 | 22 | 9 | 2
O=C1CSCN1c1ccc(Cl)cc1 | -1 | 4 | 0.5 | -6 | -2 | 21 | 8 | 9
CC1(C)Cc2nc(NCCCO)c(C#N)cc2CO1 | -4 | 14 | -5.3 | 1 | -1 | 5 | 1 | 6
CCOc1ccc(C(=O)NC(=S)Nc2cc(C)ccn2)cc1[N+](=O)[O-] | -4 | 14 | -1.0 | 33 | -1 | -15 | -14 | 16
c1ccc(Cc2nc3ccccc3[nH]2)cc1 | 0 | -1 | 1.9 | 35 | -5 | -12 | -9 | 4
COc1ccc(NS(=O)(=O)c2cc(C(=O)N3CCCCCC3)ccc2C)cc1 | -2 | 12 | 2.6 | 1 | -4 | -11 | 21 | 0
Cc1sc2ncnc(-n3nnc4ccccc43)c2c1C | -5 | 6 | -0.4 | 14 | 0 | -13 | -4 | 7
CC1CCc2nc3ccc(S(=O)(=O)N4CCC(C(=O)NC5CCCC5)CC4)cc3c(C(=O)O)c2C1 (stereo not drawn) | -4 | 16 | 2.7 | 23 | -2 | -16 | 6 | 20
CCN(CC)S(=O)(=O)c1ccc(N2CCOCC2)c(NC(=O)Cc2ccccc2)c1 | -1 | 3 | 0.0 | 14 | 0 | 3 | -1 | 2
C[n+]1cccc2c(Br)ccc([O-])c21 | 8 | -65 | 1.7 | -10 | 2 | 6 | 9 | -4
CN1CCCN(C(=O)c2cc(-c3ccc(Cl)c(Cl)c3Cl)nc3ccccc23)CC1 | 0 | -15 | -0.5 | 53* | 1 | -7 | 25 | -3

Screening data: PubChem BioAssay, Sanford-Burnham Center for Chemical Genomics
